M. tuberculosis: growth inhibition of non-replicating M. tuberculosis (AID 488890); Mycobacterium tuberculosis non-replicating, growth inhibition; higher % means a stronger effect; inhibition, % at 25 µM, or IC50 in µM where a hit was titrated; 0.39% of 320,000 active; in the data active means a potency from the dose series; inconclusive means inhibition mostly from about 82% at the one dose, without a potency; inactive means the rest, 99 in 100 with inhibition below about 76%;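 further: plate controls were DMSO cells for no effect and high antibiotic wells for full effect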
H37Rv inhibition: M. tuberculosis growth inhibition, HTS (AID 449762) | M. tuberculosis H37Rv growth inhibition, 7H9 media; higher % means a stronger effect | 0.59% of 330,000 active | inhibition, % at 25 µM; hits with a dose series show IC50 in µM; in the data active means a potency from the dose series; inconclusive means inhibition above about 70% without an active follow-up result;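 further: bacterial growth assessed after seven days of incubation; strong numbers were not always called active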
Salmonella PhoP GFP: Inhibition of PhoP regulon, Salmonella typhi GFP reporter cells, confirmation, 4 h (AID 1850) | 0.33% of 310,000 active | inhibition, % at 50 µM; hits with a dose series show IC50 in µM | Salmonella Typhi PhoP-promoter GFP reporter, fluorescence, 4 h; higher % means a stronger effect; in the data active means a potency from the dose series; inconclusive means inhibition mostly from about 25% at the one dose, without a potency; inactive means the rest, 99 in 100 with inhibition below about 19%;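 further: 0% = induced wells with vehicle and 100% = uninduced wells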
influenza NS1A: H1N1 influenza NS1A inhibitors, functional cell based assay (AID 504329). NS1A functional cell-based assay, percent inhibition; higher % means a stronger effect. inhibition, % at 12.5 µM; hits with a dose series show IC50 in µM. 0.3% of 340,000 active; in the data active means a potency from the dose series; inconclusive means inhibition above about 27% without an active follow-up result; further: strong numbers were not always called active
inhibitors of VEEV: inhibitors of VEEV TC-83 cytopathic effect, confirmation, Vero cells (AID 588727); Vero cells, VEEV TC-83 cytopathic effect inhibition; higher % means a stronger effect; one-dose inhibition, % at 20 µM; IC50 in µM for titrated hits; 0.13% of 350,000 active; in the data active means a potency from the dose series; inconclusive means inhibition mostly from about 14% at the one dose, without a potency; inactive means the rest, 99 in 100 with inhibition below about 12%; further: strong numbers were not always called active
inhibitors of VEEV 10K pilot screen: further read-out of inhibitors of VEEV, marked with its call; inhibition, %; measured here: 10K pilot screen inhibition
An asterisk follows results filed as active; i = inactive; ? = inconclusive; · = not tested or not shown.

SMILES	M. tuberculosis	H37Rv inhibition	Salmonella PhoP GFP	influenza NS1A	inhibitors of VEEV	others
CC1(C)OC(=O)C(C(c2ccccc2)C(C#N)C(N)=O)=C(O)O1 (configuration not stated)	-2%	9%	1%	-18%	i
COc1ccc(NC2CCCN(C(=O)CCCN3CCCCC3=O)C2)cc1 (configuration not stated)	-4%	6%	2%	5%	3.1%
O=C(Cn1cc2c(n1)CCCC2)NCCc1ccccc1	-3%	-12%	-12%	0%	i
CCOC(=O)N1CCN(C2=Nc3cccc4cccc2c34)CC1	10%	6%	-22%	-4%	1.4%
COC(=O)c1nc2n(n1)C(c1ccc(OC)c(OC)c1OC)C1=C(CCCC1=O)N2 (configuration not stated)	67%	-8%	5%	14%	1.2%
CC(C)(C)c1ccc(NC(=O)c2cc[n+]([O-])cc2)cc1	8%	0%	1%	6%	1.9%
COc1ccccc1CN1CCNC(=O)C1CC(=O)NCc1c(C)n[nH]c1C (configuration not stated)	-17%	-13%	5%	-4%	0.9%
O=C(CCN1C(=O)C2CCCCC2C1=O)N1CCN(S(=O)(=O)c2c(F)cccc2F)CC1 (configuration not stated)	-1%	4%	6%	-5%	0.2%
Cn1c(=O)c2[nH]c(=S)n(Cc3ccccc3)c2n(C)c1=O	·	·	·	1%	1.1%
COc1ccccc1/C=N/NC(=O)c1ccc(C)nc1	-6%	1%	-5%	0%	0.7%

3 structures already listed, sorted by molar mass, largest number first.
SMILES	M. tuberculosis	H37Rv inhibition	Salmonella PhoP GFP	influenza NS1A	inhibitors of VEEV	others
COC(=O)c1nc2n(n1)C(c1ccc(OC)c(OC)c1OC)C1=C(CCCC1=O)N2 (configuration not stated)	67%	-8%	5%	14%	1.2%
COc1ccccc1CN1CCNC(=O)C1CC(=O)NCc1c(C)n[nH]c1C (configuration not stated)	-17%	-13%	5%	-4%	0.9%
CCOC(=O)N1CCN(C2=Nc3cccc4cccc2c34)CC1	10%	6%	-22%	-4%	1.4%

(next part)
SMILES	M. tuberculosis	H37Rv inhibition	Salmonella PhoP GFP	influenza NS1A	inhibitors of VEEV	others
COc1ccc(-c2csc(N(CCCN(C)C)C(=O)c3ccccc3Cl)n2)cc1	?	21%	6%	9%	11%
N#CCCN(Cc1cccnc1)C(=O)Nc1ccc(Cl)c(Cl)c1	7%	1%	-8%	-11%	3.9%
CCOC(=O)c1c(NC(=O)c2ccco2)n(C2CCCCC2)c2nc3ccccc3nc12	39%	54%	-1%	18%	4.6%
Cc1cc(C)cc(OCC(=O)OCc2cc([N+](=O)[O-])cc3c2OCOC3)c1	?	?	·	3%	0.9%
CCSc1nnc(-c2cc(Br)ccc2N=Cc2c(C)[nH]n(-c3ccccc3)c2=O)c(=O)[nH]1	23%	3%	4%	14%	0.8%	inhibitors of VEEV 10K pilot screen=0.6
O=C1NC(O)(c2ccccc2)Oc2ccccc21 (configuration not stated)	-9%	-7%	-7%	-2%	0.7%	inhibitors of VEEV 10K pilot screen=4.2
COc1cccc(N2CC(C(=O)Nc3nnc(SCC(=O)NCC4CCCO4)s3)CC2=O)c1 (configuration not stated)	6%	-1%	1%	-8%	3.6%
CCC(C)[C@H](NC(=O)c1cc2cc(Cl)ccc2n1C)C(=O)N1CCC(C(=O)O)CC1 (some centres not stated)	0%	1%	-2%	-7%	i
CSCC[C@@H](C(=O)NCc1cccs1)N1Cc2ccccc2C1=O	1%	8%	-4%	6%	0.2%	inhibitors of VEEV 10K pilot screen=2.6
CCS(=O)(=O)N1CCN(C(=O)COc2ccc(-c3ccccc3)cc2)CC1	-2%	-9%	-4%	3%	1.8%
Cc1ccc(NC(=O)CCn2cccc2)cc1F	69%	59%	-1%	4%	1.6%
COc1cccc(C(=O)NC(=S)Nc2ccc(N3CCCC3)cc2)c1	79%	2%	-7%	17%	6.3%
O=C(NCCS(=O)(=O)N1CCN(c2ccccc2)CC1)c1ccc2c(c1)OCO2	-7%	0%	5%	-13%	3.2%
Cc1ccccc1N1CC(C(=O)Nc2ccc(S(=O)(=O)N3CCCC3)cc2)CC1=O (configuration not stated)	-7%	3%	9%	-8%	3.4%
COc1ccc(C2=Nn3c(nnc3-c3ccco3)SC2)cc1	32%	4%	-15%	-4%	3.5%
Fc1ccc(-c2onc3ccc(C4OCCO4)cc23)cc1	-8%	-9%	3%	-8%	0.6%
Nc1[nH]n(-c2c(Cl)cc(Cl)cc2Cl)c(=O)c1N=Nc1ccc(S(=O)(=O)Nc2ncccn2)cc1	29%	1%	·	3%	0.7%
Cc1ccc(C(C(=O)NC2CCCCC2)N(Cc2ccco2)C(=O)Cc2c[nH]c3ccccc23)o1 (configuration not stated)	41%	6%	2%	3%	i
COc1ccc(CNC(=O)CN(Cc2ccc(Cl)cc2)S(=O)(=O)c2ccccc2)cc1	11%	-12%	0%	6%	i
CC(=O)CSc1nc(N)c(C#N)c(-c2cccs2)c1C#N	-7%	1%	-2%	-3%	9.6%

Already shown: entries from further up.
SMILES	M. tuberculosis	H37Rv inhibition	Salmonella PhoP GFP	influenza NS1A	inhibitors of VEEV	others
COc1ccc(CNC(=O)CN(Cc2ccc(Cl)cc2)S(=O)(=O)c2ccccc2)cc1	11%	-12%	0%	6%	i
CC(=O)CSc1nc(N)c(C#N)c(-c2cccs2)c1C#N	-7%	1%	-2%	-3%	9.6%

Going on with the list:
SMILES	M. tuberculosis	H37Rv inhibition	Salmonella PhoP GFP	influenza NS1A	inhibitors of VEEV	others
S=c1nc(-c2ccccc2)n(CCCN2CCOCC2)c2c1CCCC2	16%	9%	-25%	2%	0.6%
COC(=O)Nc1ccc(S(=O)(=O)Nc2ccccc2F)cc1	-13%	2%	4%	4%	0.8%
COc1ccc(-c2[nH]ncc2CN(C)Cc2cccnc2)c(F)c1	-5%	-3%	-1%	-4%	0.4%
CCCNc1nc(C)cc(-c2cc(-c3ccccc3)on2)n1	12%	20%	-10%	-1%	3.9%
Cc1ccc(C(CNC(=O)c2ccco2)N2CCN(C)CC2)cc1 (configuration not stated)	-13%	-7%	0%	-10%	2.0%
CC(C)N1C(=O)NC2(c3ccccc3)N(C)C(=O)N(C)C12c1ccccc1 (configuration not stated)	2%	4%	-1%	-3%	i
CCN1CCN(C(=O)c2ccc(CNS(=O)(=O)c3cccc(OC)c3)cc2)CC1	10%	-3%	2%	-3%	1.1%
Cc1cccc2cc(C#N)c(NCCNC(=S)NCCCN3CCOCC3)nc12	45%	4%	-7%	-6%	1.1%
COCC(=O)N(Cc1cc2cc(C)ccc2[nH]c1=O)c1cccc(C)c1C	-2%	-5%	-3%	25%	0.1%
O/N=C(\c1ccccn1)C1CC1c1ccccc1 (configuration not stated)	8%	-4%	-2%	-2%	2.0%

Entries shown so far that contain a furan ring, fused or not (four):
SMILES	M. tuberculosis	H37Rv inhibition	Salmonella PhoP GFP	influenza NS1A	inhibitors of VEEV	others
CCOC(=O)c1c(NC(=O)c2ccco2)n(C2CCCCC2)c2nc3ccccc3nc12	39%	54%	-1%	18%	4.6%
COc1ccc(C2=Nn3c(nnc3-c3ccco3)SC2)cc1	32%	4%	-15%	-4%	3.5%
Cc1ccc(C(C(=O)NC2CCCCC2)N(Cc2ccco2)C(=O)Cc2c[nH]c3ccccc23)o1 (configuration not stated)	41%	6%	2%	3%	i
Cc1ccc(C(CNC(=O)c2ccco2)N2CCN(C)CC2)cc1 (configuration not stated)	-13%	-7%	0%	-10%	2.0%

Following part:
SMILES	M. tuberculosis	H37Rv inhibition	Salmonella PhoP GFP	influenza NS1A	inhibitors of VEEV	others
CN(C)CCNC(=S)Nc1ccc(Cl)cc1	8%	-3%	-7%	20%	i
CCCCC(=O)NNC(=S)NC(=O)c1cccc([N+](=O)[O-])c1	?	29%	4%	2%	i
CC(C)(C)c1cn(-c2ccc(Cl)cc2)c(=S)[nH]1	10%	9%	2%	-5%	5.8%
COc1cc(CNC(=O)C2CCC(=O)N(C3CCCCCC3)C2)cc(OC)c1 (configuration not stated)	-4%	2%	-14%	-6%	7.3%
COc1ccccc1N(C)S(=O)(=O)c1ccc(Cl)c(C(=O)Nc2ccncc2)c1	10%	-2%	7%	-1%	8.3%
CCN(CC)CCn1c2ccccc2c2cnc(N=CN(C)C)c(C#N)c21	10%	-7%	2%	-14%	?
O=C(c1ccco1)N1CCN(c2cc(=O)n(-c3ccc(Cl)cc3)c(=O)[nH]2)CC1	·	-8%	1%	-4%	0.1%
COc1ccc(NC(=O)CCCn2c(=O)c3sccc3n(Cc3ccccc3)c2=O)cc1	2%	-2%	-2%	-4%	1.7%
CCCCOC(=O)Nc1ccc(S(=O)(=O)Nc2ncccn2)cc1	25%	53%	-8%	·	1.9%
Cc1cc(NC(=O)C2C3C(=O)N(Cc4ccc(Cl)cc4)C(C(=O)NC4CCCCC4)C34C=CC2(C)O4)no1 (configuration not stated)	-6%	-2%	-3%	-6%	i
Cc1ccc(C)c(S(=O)(=O)NCc2ccc(C(=O)N3CCN(c4ccccc4)CC3)cc2)c1	11%	8%	-6%	16%	8.3%
Cc1ccccc1CN1C[C@@H]2C[C@@H](c3cn[nH]c3-c3ccccc3)N3CCC[C@@]23C1=O	19%	6%	9%	1%	5.5%
N#Cc1cc(NCC2CCCO2)c([N+](=O)[O-])cc1C#N (configuration not stated)	-8%	-3%	2%	-9%	i
Cc1ccccc1OCC(=O)Nc1ccc(N2CCN(S(C)(=O)=O)CC2)cc1	0%	-2%	-8%	-9%	3.2%
CCC(C)NCCOCCOc1ccc(C)cc1Br (configuration not stated)	30%	3%	8%	-1%	i
Cn1c(=O)[nH]c(=O)c2c1nc(N1CCCCC1)n2CCCSc1nnnn1-c1ccccc1	16%	3%	-6%	-5%	3.1%
CCCc1nc(SCC(=O)Nc2nnc(CC)s2)c2c(=O)n(C)c(=O)n(C)c2n1	-11%	-7%	-9%	-6%	7.0%
CCOC(=O)C1CCN(C(=S)Nc2ccc(CC)cc2)CC1	26%	14%	-3%	6%	0.3%
O=C(CCN1C(=O)c2ccccc2S1(=O)=O)Nc1ccc(Cl)cc1	2%	36%	0%	-19%	1.8%
COc1ccc(OC)c(NC(=O)CN2C(=O)COc3ccc(C)cc32)c1	0%	-1%	2%	18%	i
CCC1(CC)C(=O)NC(=O)N(CCc2ccccn2)C1=O	·	·	·	-23%	1.2%
O=C(c1ccc(Cl)cc1)N1CCCC(C(=O)N2CCCCC2)C1 (configuration not stated)	-2%	-7%	0%	6%	i
Fc1ccc(CSc2nc3ncccc3[nH]2)cc1	47%	6%	-2%	-6%	1.3%
Cn1cc(/C=N\NC(=O)c2cccs2)c2ccccc21	?	9%	-1%	-11%	0.8%
CN(C)c1ccc(N=Cc2nc(-c3ccccc3)oc2OC(=O)c2cccc(Br)c2)cc1	11%	-1%	-2%	7%	7.7%

Assay outcomes deposited in PubChem by Southern Research Specialized Biocontainment Screening Center.
